TrxR1 substrate: rat thioredoxin reductase 1 substrate activity | purified TrxR1 substrate turnover, NADPH consumption readout | Potency, µM (doses to about 114 µM), for inactives: at the highest dose activity change, negative = substrate turnover | 390,000 compounds, 0.01% hits; further: potency means the concentration at half of the fitted maximal effect; on the % scale 0 is the no-effect control and ±100 the full control effect; nearly all actives have a fitted effect of over 50% in size
Target sequence (O89049 whole entry, looked up): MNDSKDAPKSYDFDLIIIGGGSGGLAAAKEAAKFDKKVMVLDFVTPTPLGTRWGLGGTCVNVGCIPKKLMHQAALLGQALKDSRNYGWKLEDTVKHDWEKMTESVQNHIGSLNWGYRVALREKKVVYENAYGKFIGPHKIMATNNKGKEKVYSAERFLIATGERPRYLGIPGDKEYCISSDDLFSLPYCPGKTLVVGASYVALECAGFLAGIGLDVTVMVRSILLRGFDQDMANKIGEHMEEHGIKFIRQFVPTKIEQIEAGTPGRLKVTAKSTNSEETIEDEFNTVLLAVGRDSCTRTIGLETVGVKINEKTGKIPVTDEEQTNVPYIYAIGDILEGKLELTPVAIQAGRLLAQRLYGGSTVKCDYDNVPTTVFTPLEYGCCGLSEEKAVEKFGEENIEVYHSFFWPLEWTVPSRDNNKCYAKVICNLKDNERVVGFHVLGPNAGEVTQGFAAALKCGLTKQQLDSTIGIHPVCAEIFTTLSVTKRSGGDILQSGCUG
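Rat TrxR1, dispensed at 90 nM, was prereduced with 400 uM NADPH (final) for 5 min at ~22 deg C, then incubated with compound 15 min before 400 uM selenite. A first-read NADPH fluorescence drop versus no-compound background flagged substrates.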
PI4K2A inh: PI4K2A (human) kinase inhibition; activity change, negative = inhibition, % at 76.9 µM; AID 1346378; purified PI4K2A, ADP-Glo luminescence, 1 h; stronger effect = lower value; 420,000 compounds, 0.13% hits; in the data active means activity change below about -50%; inconclusive means mostly about -30% to -49%;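 further: -100% = wells without enzyme as full effect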
Target sequence (Q9BTU6 whole entry, looked up): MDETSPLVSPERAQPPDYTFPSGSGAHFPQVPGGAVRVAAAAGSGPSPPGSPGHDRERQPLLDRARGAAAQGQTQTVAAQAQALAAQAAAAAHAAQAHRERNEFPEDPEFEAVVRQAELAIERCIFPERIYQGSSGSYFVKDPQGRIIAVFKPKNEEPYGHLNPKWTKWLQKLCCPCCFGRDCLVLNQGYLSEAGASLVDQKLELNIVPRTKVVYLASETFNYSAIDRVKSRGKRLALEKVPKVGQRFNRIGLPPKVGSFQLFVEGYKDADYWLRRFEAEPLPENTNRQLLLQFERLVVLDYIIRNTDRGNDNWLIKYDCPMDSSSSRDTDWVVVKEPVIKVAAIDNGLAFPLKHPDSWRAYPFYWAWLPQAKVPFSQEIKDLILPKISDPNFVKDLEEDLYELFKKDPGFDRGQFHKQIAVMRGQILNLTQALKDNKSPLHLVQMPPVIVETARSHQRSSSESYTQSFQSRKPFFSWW
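In this quantitative HTS, ADP production by PI4K2A was quantified luminescently after 1 h at ambient temperature; 100 microM adenosine served as plate-quality control.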
Tb PGK inh: inhibitors of T. brucei phosphoglycerate kinase; Potency, µM (highest dose often 57.5 µM), for inactives: at the top dose activity change, negative = inhibition, actives largely listed as inhibitors; 380,000 compounds, 0.043% hits; PGK/GAPDH coupled, Kinase-Glo luminescence, 60 min; P07378; AID 602233; further: potency means the concentration at half of the fitted maximal effect; on the % scale 0 is the no-effect control and ±100 the full control effect; nearly all actives have a fitted effect of over 60% in size
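Recombinant glycosomal PGK reaction used 1,3-bisphosphoglycerate generated in-well by GAPDH (100nM final) in 100mM TEA pH 7.6, 5mM MgCl2, 0.01% Tween-20. After 60 minutes at room temperature, ATP was read by Kinase-Glo Plus luminescence end-point.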
mIDH1 inhibitor: human IDH1 R132H inhibition; Potency, µM (top dose mostly 76.6 µM), for inactives: at the top dose activity change, negative = inhibition, usual class: inhibitors; AID 602179; IDH1-R132H enzyme, NADPH consumption, diaphorase/resazurin fluorescence; 390,000 compounds, 0.093% hits; O75874; further: potency means the concentration at half of the fitted maximal effect; on the % scale 0 is the no-effect control and ±100 the full control effect; nearly all actives have a fitted effect of over 65% in size
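IDH1-R132H (0.5 ug/mL dispensed) in pH 7.5 Tris buffer was preincubated 30 min with compound, then given a substrate mix of 0.016 mM NADPH and 2 mM alpha-KG for 80 min at room temperature; remaining NADPH was read by diaphorase/resazurin fluorescence.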
Pin1 inh: blocks the human prolyl isomerase Pin1 | Q13526 | 390,000 compounds, 0.009% hits | Pin1 FP peptide displacement, HiFluor488, 10 min | Potency, µM (top dose mostly 115 µM), inactives show at the highest dose activity, negative = inhibition, most hits filed as inhibitors; active means well fitted inhibition curve with a large enough effect in the polarisation, with a control signal flat, not every such curve was filed as active; inconclusive means small, poorly fitted or top-dose-only effect, or effect the other way, or a change in a side signal; inactive means no such curve, though single readings can be large or run the other way; the % refers to the polarisation; further: potency means the concentration at half of the fitted maximal effect; on the % scale 0 is the no-effect control and ±100 the full control effect
HP1b binding inh: inhibitors of HP1-beta chromodomain binding to methylated histone tails. P83916. AlphaScreen HP1-beta / biotin-H3K9me3 peptide binding. Potency, µM (highest dose often 114 µM), inactives show top-dose activity change, negative = inhibition, most hits filed as inhibitors. 390,000 compounds, 0.56% hits. AID 540317; further: potency means the concentration at half of the fitted maximal effect; nearly all actives have a fitted effect of over 70% in size; inactives centre near 23
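Compound inhibition of the preformed complex between 50 nM HP1-beta and 50 nM biotinylated H3K9me3 peptide was read by AlphaScreen. Buffer was PBS pH 7.4 with 0.01% Tween-20. Incubations ran 30 min at room temperature, with 10 ug/mL donor/acceptor beads.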
TrxR1 inh: inhibitors of rat thioredoxin reductase 1; recombinant rTrxR1, NADPH fluorescence consumption, selenite substrate; 390,000 compounds, 1% hits; Potency, µM (highest dose often 114 µM), for the others: at the highest dose activity change, negative = inhibition, usual class: inhibitors; O89049; further: potency means the concentration at half of the fitted maximal effect; on the % scale 0 is the no-effect control and ±100 the full control effect; nearly all actives have a fitted effect of over 65% in size
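Rat TrxR1 (90 nM in the dispensed reagent) was pre-reduced with 400 uM NADPH for 5 min at room temperature, then incubated with compound for 15 min. After 400 uM selenite was added, NADPH fluorescence (Ex 340/Em 450 nm) was followed for 8 min.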
USP1 inh: blocks the human USP1/UAF1 deubiquitinase complex; recombinant USP1/UAF1, Ub-Rhodamine cleavage fluorescence; Potency, µM (titrated, usually from 57.1 µM), for the others: at the highest dose activity change, negative = inhibition, most hits filed as inhibitors; 390,000 compounds, 0.23% hits; further: potency means the concentration at half of the fitted maximal effect; on the % scale 0 is the no-effect control and ±100 the full control effect; nearly all actives have a fitted effect of over 60% in size; inactives centre near -12
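High-throughput fluorogenic screen: 1nM USP1/UAF1 complex, Ub-Rho substrate 150nM final, 50mM HEPES pH 7.8 with 0.5mM EDTA, 0.1 mg/ml BSA, 1mM TCEP and 0.01% Tween-20.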
GLS inh: blocks human kidney-isoform glutaminase activity; GLS enzymatic activity, qHTS titration; AID 624170; Potency, µM (highest dose often 45.5 µM), inactives show top-dose activity change, negative = inhibition, most hits filed as inhibitors; 410,000 compounds, 0.21% hits; further: potency means the concentration at half of the fitted maximal effect; on the % scale 0 is the no-effect control and ±100 the full control effect
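Coupled fluorescence readout: glutamate oxidase/HRP/Amplex Red detect glutamate formed by hKGA from L-glutamine (1 mM solution added). Buffer 45 mM KH2PO4 pH 8.2, 0.02% Tween-20; reads at t0 and 30 min RT.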
Active calls of the source: *; i = inactive; ? = inconclusive; / = not tested or not shown; & = joins results of further samples; ! = not confirmed by another sample; [ ] = dose if it differs, or a comment. Unless noted, the call rests on the fitted dose curve; in most records, active means well fitted curve in the direction sought with a large enough effect; inconclusive means small, poorly fitted or top-dose-only effect, or another doubt; inactive means no such curve, though single readings can be large; an effect the other way counts as inactive or inconclusive.

SMILES	TrxR1 substrate	PI4K2A inh	Tb PGK inh	mIDH1 inhibitor	Pin1 inh	HP1b binding inh	TrxR1 inh	USP1 inh	GLS inh
Cc1ccc2cc(CN(CCO)Cc3nnnn3Cc3ccc(F)cc3)c(=O)[nH]c2c1	0%	-9	i	0%	-5%	14%	-4%	1%	8%
O=C(CC(SCc1ccco1)c1ccc(O)cc1)c1cccs1 (centres undefined)	-11%	?	-11%	5%	-4%	?	5%[57.1 µM]	-12%	-2%
Cc1ccc2c(c1)[C@H]1[C@H](CO2)[C@H](c2ccccc2)[C@]2(C)C(=O)Nc3ccc(F)cc3C(=O)N12	-11%	6	-8%	6%	11%	28%	1%	-27%	-9%
Fc1ccc(/C=N/Nc2nccnc2Cl)cc1	-10%	-26	?	2%	4%	-3%	-5%	-25%	19%
O=C(COC(=O)c1cc(F)c(F)cc1Cl)NC1CC1	-5%	-2	i	-18%	2%	41%[activator]	-3%	-3%	0%
CCC1CCCCN1C(=O)CSc1nnc(-c2ccco2)o1 (centres undefined)	-11%	-1	-9%	5%	3%	43%	?	-14%	1%
CCC1CN(C)C2Cc3c([nH]c4ccccc34)C(=O)CC1C2C(=O)OC (centres undefined)	8%[57.1 µM]	-1	-6%	15%	2%	80%[activator]	-59%	-7%	1%
COC(=O)c1sc(S(=O)(=O)NCCCN(C)C)c(C(=O)OC)c1C	-4%[57.1 µM]	2	i	1%	0%	36%	-8%[57.1 µM]	-14%	-13%
O=C(CCN1CCN(C/C=C/c2ccccc2)CC1)Nc1cccc(F)c1	-2%	-1	3%	-2%	4%	26%	11%	-4%	-2%
Cc1ccc(OCCOCCOc2ccc(Br)cc2/C=N\NC(=O)c2ccncc2)cc1	-14%	-7	-5%	6%	5%	19%	-6%	-19%	-3%
CN(c1ccccc1)S(=O)(=O)c1ccc(C(=O)NCc2ccccn2)cc1	7%	2	4%	8%	-2%	29%	9%[57.1 µM]	-12%	12%
O=C(Nc1ccc(-c2ccccc2)cc1)c1ccco1	6%	1	i	4%	-5%	31%	13%	-22%	-5%
CCCCN1C(=O)C(C)=C(C)C1OCCc1ccc(OC)c(OC)c1 (centres undefined)	-1%	-1	8%	0%	2%	28%	6%	-8%	-1%
CC(=O)Nc1c(-c2ccccc2)c2cc(Br)ccc2[nH]c1=O	-1%	-2	-3%	-3%	0%	45%[activator]	29%	-13%	-2%
Cc1nc(CNS(=O)(=O)c2cccs2)cs1	12%	-3	/	8%	-2%	91%[activator]	18%	-17%	0%
O=C(NCC(c1ccco1)S(=O)(=O)c1cccs1)c1ccc(C(F)(F)F)cc1 (centres undefined)	-1%[57.1 µM]	2	-5%	6%	-1%	27%[57 µM]	-31%[57.1 µM]	-13%	4%
O=C(COC(=O)C1CC2C=CC1C2)Nc1ccc([N+](=O)[O-])cc1 (centres undefined)	-6%[57.1 µM]	2	-5%	12%	2%	16%[57 µM]	0%[57.1 µM]	-11%	1%
O=C(Nc1ccc(Br)cc1)c1cc(S(=O)(=O)N2CCc3ccccc32)ccc1F	4%[57.1 µM]	-2	3%	8%	-3%	47%[activator]	14%[57.1 µM]	-4%	7%
Cc1nc2ccccc2n1Cc1ccccc1	7%	3	0%	5%	0%	25%	19%	-14%	-5%
CC1(C)CC(=O)C(C=NCC2CCN(C(=O)Cc3ccccc3)CC2)=C(O)C1	1%[57.1 µM]	5	-10%	5%	-2%	31%	16%[57.1 µM]	-7%	1%

3 entries already listed, sorted by their value in HP1b binding inh, smallest number first.
SMILES	TrxR1 substrate	PI4K2A inh	Tb PGK inh	mIDH1 inhibitor	Pin1 inh	HP1b binding inh	TrxR1 inh	USP1 inh	GLS inh
Fc1ccc(/C=N/Nc2nccnc2Cl)cc1	-10%	-26	?	2%	4%	-3%	-5%	-25%	19%
Cc1ccc2cc(CN(CCO)Cc3nnnn3Cc3ccc(F)cc3)c(=O)[nH]c2c1	0%	-9	i	0%	-5%	14%	-4%	1%	8%
CC1(C)CC(=O)C(C=NCC2CCN(C(=O)Cc3ccccc3)CC2)=C(O)C1	1%[57.1 µM]	5	-10%	5%	-2%	31%	16%[57.1 µM]	-7%	1%

Additional records:
SMILES	TrxR1 substrate	PI4K2A inh	Tb PGK inh	mIDH1 inhibitor	Pin1 inh	HP1b binding inh	TrxR1 inh	USP1 inh	GLS inh
CN(C)C(=S)Nc1ccc(S(=O)(=O)N2CCCCC2)cc1	4%[57.1 µM]	3	2%	0%	3%	9%	-4%[57.1 µM]	-2%	2%
COc1cccc(CNc2ccccn2)c1O	-14%	-5	-2%	0%	3%	26%	-36%	-15%	4%
O=C(NCc1cccnc1)C1CCN(Cc2cc3ccccc3n2Cc2cccc(Cl)c2)CC1	-10%[57.1 µM]	-1	9%	3%	17%	-5%	-4%[57.1 µM]	?	17%
CCN(C(=O)COC(=O)/C=C/c1cnc2ccccc2n1)c1ccccc1	-7%	0	-6%	-6%	-1%	-2%	8%	-2%	7%
COCCNC(=S)NC(=O)CC12CC3CC(CC(C3)C1)C2	-11%	-3	-1%	0%	3%	27%	-12%	-7%	13%
C=CC[C@@H](CC(=O)N[C@@H](CO)Cc1ccccc1)C(=O)N[C@@H](COC(=O)[C@@H](CC=C)CC(=O)OC(C)(C)C)Cc1c[nH]c2ccccc12	4%	-5	-9%	19%	8%	35%	16%	-26%	-1%
O=C(CCCN1C(=O)/C(=C/c2cccs2)SC1=S)Nc1cccnc1	12%	4	-2%	9%	32%[activator]	-14%	18%[57.1 µM]	-5%	-9%
O=C(NC1CCCCC1)N1CCc2ccccc2C1	9%[57.1 µM]	-6	-6%	-1%	-1%	-12%	20%[57.1 µM]	-5%	-9%
Cc1cc(S(=O)(=O)Nc2cc(C)c(O)c(C)c2)c(C)s1	-10%[57.1 µM]	0	-4%	17%	5%	3%	-10%[57.1 µM]	0%	27%
O=C(NC1CCN(Cc2ccccc2)CC1)c1ccc(N2CC3CC(C2)c2cccc(=O)n2C3)c([N+](=O)[O-])c1 (centres undefined)	-4%[57.1 µM]	2	2%	2%	1%	11%	5%[57.1 µM]	3%	10%
CCCn1c(SCC(=O)N(CC)c2c(N)n(Cc3ccccc3)c(=O)[nH]c2=O)nnc1-c1ccncc1	-1%	-2	i	2%	4%	48%[activator]	2%	-16%	1%
COc1ccc(OC)c(NC(=O)c2cccc3c2C(=O)N(C2CCCCC2)C3)c1	7%&4%	3&-1	-5%	0%	-4%&1%	54%&-4%[activator]	22µM*!	-24%&4%	0%&-3%
O=S1(=O)CCOCCCN1Cc1ccccc1	9%[57.1 µM]	-1	3%	-13%	1%	29%	15%[57.1 µM]	12%	-3%
CC1CCN(C(=O)CSc2nc(C(C)C)nc3c2c(=O)n(C)c(=O)n3C)CC1	1%	-2	i	0%	-1%	41%[activator]	19%	-19%	-1%
Cc1ccc(NC2=NCC(=O)N2Cc2ccc3c(c2)OCO3)c(C)c1	1%	-2	4%	9%	-9%	45%[activator]	9%	-11%	34%[activator]
Cc1cc(/C=N/n2cnnc2)c(C)n1-c1ccc(Cl)cc1	-12%	0	9%	-2%	-2%	-9%	-1%	-3%	7%
O=C1CCSC2(C(=O)N(Cc3ccccc3)c3ccccc32)N1c1ccccc1 (centres undefined)	-10%	0	i	?	?	5%	-1%	?	-9%
COCCNC(=O)CN(CCc1ccccc1)S(=O)(=O)c1ccc(Br)cc1	6%	-1	-2%	1%	-11%	52%[activator]	26%	-14%	-3%
CS(=O)(=O)N(CC(=O)Nc1cccnc1)c1ccc2c(c1)OCCO2	7%	0	0%	6%	2%	16%	5%	-14%	0%
CCOC(=O)c1ccc(NC(=O)CN(c2ccc(C)cc2)S(=O)(=O)c2c(C)noc2C)cc1	-6%	-1	-5%	8%	12%	56%[activator]	8%	-24%	3%
CCCCCCCCCCCCCCCC[N+](C)(C)CC	7%	1&3	11%	-4%	6%	17%	24%	?	?
Cc1cc(C)n(-c2cc(N3CCOCC3)nc(-c3ccccc3)n2)n1	3%[57.1 µM]	-10	/	2%	/	25%	20%	-3%	4%
Cc1ccc(NC(=O)CSC2=Nc3ccccc3C3CC=NN23)c(C)c1 (centres undefined)	-5%	1	-2%	0%	-3%	10%	1%	-13%	?
CCN(Cc1ccccc1)S(=O)(=O)c1ccc(C(=O)N(CCCN(C)C)c2nc3c(C)c(C)ccc3s2)cc1	-1%[57.1 µM]	4	6%	1%	2%	-11%	10%[57.1 µM]	-16%	6%
COc1cc(/C=N/NC(=O)c2ccncc2)ccc1OCC(=O)Nc1ccc(C)c(C)c1	11%[57.1 µM]	-4	2%	3%	30%	15%	11%[57.1 µM]	-13%	4%
Cc1nn(-c2ccccc2)c(C)c1NC(=O)COC(=O)CC(C)c1ccccc1 (centres undefined)	15%[57.1 µM]	-4	-1%	-3%	-14%	27%	6%	-22%	-6%
O=C(c1ccc(S(=O)(=O)N2CCC(c3nc4ccccc4[nH]3)CC2)cc1)N1CCOCC1	8%	?	3%	-2%	-1%	-12%	13%	-13%	0%
COc1ccc(-c2cc3nc4c(c(=O)n3[nH]2)CCC4)cc1	26%[57.1 µM]	-27	-6%	-4%	0%	2%	44%[activator][57.1 µM]	-11%	9%
CC(C)NC(=O)C(=O)NCCC1CCCCN1S(=O)(=O)c1cccs1 (centres undefined)	0%	5	3%	3%	2%	13%	0%	-10%	5%
COc1ccccc1NC(=O)C1=C(C)Nc2nc(CCCO)nn2C1c1cccnc1 (centres undefined)	-7%	6	-5%	3%	-3%	27%	8%[57.1 µM]	-2%	21%

Not all compounds are listed; rates above refer to the full screens.
